EP2 modulator = EP2 receptor modulators, cAMP readout, primary screen, cell-based, HTRF cAMP, PGE2 stimulation; EP2-expressing cells, cAMP HTRF FRET, PGE2 co-stimulation; induction, % at 25 µM; 260,000 compounds, 0.83% hits; AID 940, 2007;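 active = compounds whose cAMP rise, as percent of the full-agonist control response, exceeds 60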;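 also: rat C6 glioma line stably carrying human EP2 under a CMV promoter; the protocol text gives 20 µM as final concentration; 100% = response of wells given 1 µM PGE2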
Target sequence (P43116 whole entry, looked up): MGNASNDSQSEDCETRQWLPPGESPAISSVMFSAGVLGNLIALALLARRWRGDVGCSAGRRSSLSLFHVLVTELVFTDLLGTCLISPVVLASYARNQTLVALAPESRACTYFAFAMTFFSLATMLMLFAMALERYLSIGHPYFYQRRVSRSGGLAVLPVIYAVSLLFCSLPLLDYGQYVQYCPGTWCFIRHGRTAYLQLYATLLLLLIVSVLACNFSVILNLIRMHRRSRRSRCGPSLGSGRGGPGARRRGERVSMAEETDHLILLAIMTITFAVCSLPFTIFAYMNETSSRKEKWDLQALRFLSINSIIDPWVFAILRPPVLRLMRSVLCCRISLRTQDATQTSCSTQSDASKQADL
An asterisk follows results filed as active. A portion of the library. The share of hits here may be higher or lower than overall.

A first look:
EP2 modulator | SMILES
0 | Cc1ncc(-c2ccncc2)c(C2CCCN(C(=O)CCn3nccc3C)C2)n1 (stereo unspecified)
-74 | COc1ccc(-n2nnnc2SCC(=O)Nc2cc(C)on2)c(OC)c1
-25 | COc1ccc(-c2nc(C(N)=O)c3[nH]c(=O)n(Cc4ccccc4)c3n2)cc1
-47 | Cc1cc(C)cc(-c2nnc(SCC(=O)N3CCC(C)CC3)o2)c1
-27 | O=C(COc1ccc(S(=O)(=O)N2CCCC2)cc1)NCc1ccc(Cl)cc1Cl
-35 | CN(C)CCCN(Cc1cc2cc3c(cc2[nH]c1=O)OCCO3)C(=O)Nc1ccccc1
-9 | O=C1CC(c2ccccc2Cl)c2cc3c(cc2N1)CCC3 (stereo unspecified)
-42 | COc1ccc(C2Nc3ccc(C)cc3-c3cc(C)nn32)cc1O (stereo unspecified)
-25 | COc1cccc(C(=O)N2CCN(C3CCC(C)CC3)CC2)c1OC (stereo unspecified)
-27 | CC(C)C(=O)N1CCN(c2ccccc2NC(=O)c2ccccc2Cl)CC1
-117 | COc1nc(NCCc2ccc(OC)c(OC)c2)nc(Nc2ccccc2)n1
-60 | CN(C)CCNS(=O)(=O)c1ccc2c3c(cccc13)C(=O)N2
10 | O=C(CSc1nccc2ccccc12)NCc1noc(-c2ccccc2)n1
-16 | Cc1cc(N(C)CCO)n2nc(C)c(-c3cccs3)c2n1
-8 | O=C(CN1C(=O)C2C3CCC(C3)C2C1=O)N1CCCC(c2[nH]ncc2-c2ccncc2)C1 (stereo unspecified)
-9 | Oc1ccccc1C(Sc1nc2ccccc2s1)Sc1nc2ccccc2s1

All compounds of this part, previewed entries included:
EP2 modulator | SMILES
0 | Cc1ncc(-c2ccncc2)c(C2CCCN(C(=O)CCn3nccc3C)C2)n1 (stereo unspecified)
-74 | COc1ccc(-n2nnnc2SCC(=O)Nc2cc(C)on2)c(OC)c1
-25 | COc1ccc(-c2nc(C(N)=O)c3[nH]c(=O)n(Cc4ccccc4)c3n2)cc1
-47 | Cc1cc(C)cc(-c2nnc(SCC(=O)N3CCC(C)CC3)o2)c1
-27 | O=C(COc1ccc(S(=O)(=O)N2CCCC2)cc1)NCc1ccc(Cl)cc1Cl
-35 | CN(C)CCCN(Cc1cc2cc3c(cc2[nH]c1=O)OCCO3)C(=O)Nc1ccccc1
-9 | O=C1CC(c2ccccc2Cl)c2cc3c(cc2N1)CCC3 (stereo unspecified)
-42 | COc1ccc(C2Nc3ccc(C)cc3-c3cc(C)nn32)cc1O (stereo unspecified)
-25 | COc1cccc(C(=O)N2CCN(C3CCC(C)CC3)CC2)c1OC (stereo unspecified)
-27 | CC(C)C(=O)N1CCN(c2ccccc2NC(=O)c2ccccc2Cl)CC1
-117 | COc1nc(NCCc2ccc(OC)c(OC)c2)nc(Nc2ccccc2)n1
-60 | CN(C)CCNS(=O)(=O)c1ccc2c3c(cccc13)C(=O)N2
10 | O=C(CSc1nccc2ccccc12)NCc1noc(-c2ccccc2)n1
-16 | Cc1cc(N(C)CCO)n2nc(C)c(-c3cccs3)c2n1
-8 | O=C(CN1C(=O)C2C3CCC(C3)C2C1=O)N1CCCC(c2[nH]ncc2-c2ccncc2)C1 (stereo unspecified)
-9 | Oc1ccccc1C(Sc1nc2ccccc2s1)Sc1nc2ccccc2s1
-15 | c1cncc(CN(CCCN2CCOCC2)Cc2cn[nH]c2-c2cccs2)c1
-1 | CCCC(c1nnnn1C1CCCCC1)N(CCc1ccccc1)Cc1cc2cccc(C)c2[nH]c1=O (stereo unspecified)
40 | COc1ccc(OCCn2c(NC(=O)c3ccccc3OC)nc3ccccc32)cc1
-13 | Cc1cc(NC(=O)CCC(=O)N(c2ccccc2)C(C)C(=O)NC2CCCC2)no1 (stereo unspecified)
-32 | CC1(C)C2CCC(C2)C1(C)NC(=O)CNCCN1CCCCC1 (stereo unspecified)
23 | CS(=O)(=O)N(CC(=O)NCC1CCCO1)C1CCCCC1 (stereo unspecified)
-52 | COc1ccc(NC(=O)c2ccco2)cc1NC(=O)c1ccc(OC(C)C)cc1
-32 | CC1CCN(c2nc3c(c(=O)[nH]2)CN(Cc2ccc4ncccc4c2)CC3)CC1
29 | CCN(Cc1ccccc1)C(c1cc2cc(C)cc(C)c2[nH]c1=O)c1nnnn1C(C)(C)C (stereo unspecified)
-25 | CCCn1c(SCC(=O)c2ccc(Cl)cc2)nc2c1c(=O)[nH]c(=O)n2C
-12 | COC(=O)/C(=C1\OC(=O)C(c2ccccc2)C1=O)c1ccccc1 (stereo unspecified)
12 | Cc1occc1-c1nn(CC(=O)N2CCCC2)c(=O)o1
-2 | CC(C)(C)NC(=O)C(c1ccccn1)N(C(=O)c1csnn1)c1ccc(Cl)cc1 (stereo unspecified)
-27 | COc1ccccc1N(CC(=O)NC(C)(C)C)C(=O)CCC(=O)Nc1cc(C)ccn1
-20 | COc1ccc(-c2nc3ccc(C)cn3c2NCC2CCCO2)c(OC)c1 (stereo unspecified)
13 | CCC(C)(C)n1nnnc1C(c1cc2cc3c(cc2[nH]c1=O)OCCO3)N1CCCC1 (stereo unspecified)
32 | CCOC(=O)CSc1nnc(-c2cccc(C)c2)o1
-10 | Cc1c(C)c2ccc(OCC(=O)Nc3cccc(C#N)c3)c(C)c2oc1=O
-29 | CCC(CN1CCC(C)CC1)NC(=O)Cc1ccc(S(N)(=O)=O)cc1 (stereo unspecified)
19 | C#CCOc1cccc(C2NC(=O)NC(C)=C2C(=O)OCC)c1 (stereo unspecified)
-100 | O=C(CN1CCCCC1)Nc1ccc(Oc2ccccc2)cc1
-7 | CCOC(=O)CN1CCC2(CC1)NC(=O)c1ccccc1O2
-13 | CCn1c(SCC(=O)N2CCCC2)nnc1-c1cccs1
-11 | CCOC(=O)Cn1cnc2scc(-c3ccc(Cl)cc3)c2c1=O
-2 | Cc1ccc(C)c(NC(=O)NCc2ccc(Cl)cc2)c1
-74 | O=C(CN1CCC(n2cnc3cccnc32)CC1)Nc1ccccc1Cl
-36 | CCOc1ccc(NC(=O)COC(=O)c2ccccn2)cc1
18 | N#Cc1ccccc1CN1c2cccc3cccc(c23)S1(=O)=O
-19 | CC[C@@H](Cn1nc(-c2ccc(F)c(F)c2)ccc1=O)NC(=O)CCc1c(C)noc1C
-6 | CCOc1cc(CN2CCc3c(nc(N4CCCC(C)C4)[nH]c3=O)C2)ccc1O (stereo unspecified)
-79 | COc1ccccc1C(=O)Oc1cc2c3c(c1)C(C)=CC(C)(C)N3C(=O)C2=O
0 | CS(=O)CCNC(=O)c1cc(-c2ccc(F)cc2)no1 (stereo unspecified)
-22 | CCOCCCNCc1ccc2c(c1)OCO2
-27 | O=C(c1ccc(F)cc1)N1CCCc2cc(C(O)CN3CCCCC3)ccc21 (stereo unspecified)

Later entries.
EP2 modulator | SMILES
9 | COc1ccc(OCCn2cc(C(=O)C3CC3)c3ccccc32)cc1
-4 | COc1ccc(C(=O)N(Cc2nc3sc4c(c3c(=O)[nH]2)CCCC4)Cc2cccs2)cc1
-38 | O=c1cc(-c2ccccc2)oc2c(O)c(O)ccc12
16 | C[C@@H](Cn1nnc2ccccc21)NC(=O)CN1CCCC1=O
10 | COc1ccc(Cl)cc1NC(=O)CSc1ncnc2sc(C)c(C)c12
-50 | COc1ccc(S(=O)(=O)N2CCC(C(=O)NCc3ccccc3)CC2)cc1
-45 | O=C(Nc1ccc(F)cc1)C1CC(=O)N2CCN=C2S1 (stereo unspecified)
-52 | COC(=O)CC1C(=O)NCCN1Cc1cn(CC(=O)NC(C)C)c2ccccc12 (stereo unspecified)
-14 | Cc1cc(-c2cc(N)c(=O)n(CC(=O)NC3CCCCC3)n2)c(C)o1
-23 | CC1CCc2c(sc3ncn4c(=O)n(CC(=O)NC(C)C)nc4c23)C1 (stereo unspecified)
36 | CC(C)=CC1C(C(=O)O)C1(C)C (stereo unspecified)
-34 | O=C(c1cn(C[C@H]2CCCN(C(=O)c3cccs3)C2)nn1)N1CCOCC1
14 | COc1ccc(Cl)cc1NC(=O)Cn1nc([N+](=O)[O-])c(Br)c1C
-2 | O=C1[C@H](CCC(O)c2ccc(F)cc2)[C@@H](c2ccc(O)cc2)N1c1ccc(F)cc1 (stereo partly specified)
-8 | O=C(CSc1nnc(NC(=O)C2CC2)s1)Nc1ccccc1F
6 | COc1ccc(C(C)NC(=O)C2CCN(c3ncccn3)CC2)cc1 (stereo unspecified)
5 | O=C1NC2(CCN(C(=O)C3CC(=O)N(c4ccc(F)cc4)C3)CC2)Oc2ccccc21 (stereo unspecified)
29 | CCOc1ccccc1NC(=O)c1sc(NC(=O)c2cccc(C)c2)c(C(=O)OC)c1C
50 | COc1ccc2cc(C)c3nnc(SCC(=O)Nc4ccccc4-c4ccccc4)n3c2c1
-53 | CC(C)N(C(=O)N1CCC2(CC1)CC(=O)c1cc(F)ccc1O2)C(C)C
16 | Cc1cc(C)cc(-c2nnc(SCC(=O)N3CCCC3)o2)c1
-17 | O=C(O)c1ccc(OCc2ccccc2)c(Cl)c1
32 | CCC(C)(C)n1nnnc1C(C(C)C)N1CCN(c2cccc(C)c2C)CC1 (stereo unspecified)
-25 | COc1ccc(N(CC(O)CN2CCCC2)S(=O)(=O)c2ccccc2)cc1 (stereo unspecified)
-6 | CC(=O)N1CCN(c2nc(C)nc3sc4c(c23)CCCC4)CC1
-28 | COc1nc(-c2ccc(Cl)cc2)ccc1-c1noc(-c2cccnc2)n1
-23 | COc1ccc(C(O)CN2CCC3(CC2)CC(O)c2ccccc2O3)cc1 (stereo unspecified)
-60 | CCn1ncc(C(=O)N2CCC(C(=O)c3nc4ccccc4s3)CC2)c1C
-23 | C[C@@H](Cn1nnc2ccccc21)NC(=O)c1cc(=O)c2ccccc2o1
7 | CCOc1ccc2[nH]c(=O)c(CN(Cc3cccs3)S(=O)(=O)c3ccccc3Cl)cc2c1
7 | COc1ccccc1OCC(=O)Nc1ncc(Cc2cccc(Cl)c2Cl)s1
3 | O=C(CN1C(=O)[C@H]2CCCN2C(=O)c2ccccc21)N1CCCc2ccccc21
51 | C[C@H](CN(C)C)C(=O)c1ccccc1C(=O)O
18 | CCOC(=O)c1cc2occc2n1CC(=O)N1CCCCC1C (stereo unspecified)
-11 | COc1ccc(CC(=O)N2CCn3c(nnc3C3CC3)C2)cc1OC
-2 | CCOC(=O)c1cccc(NC(=O)CSc2nc3c(c(=O)n(C)c(=O)n3C)n2C(C)C)c1
11 | Cc1ccc2nc(SCC(=O)Nc3nc(C)c(C)s3)c(C)cc2c1
9 | Cc1c(C(=O)N2CCC(C(=O)c3nc4ccccc4s3)CC2)cnn1C
-41 | Cc1cccc2cc3c(nc12)OCC(=O)N(Cc1cccs1)C3
7 | CN(Cc1cnc2nc(N)nc(N)c2n1)c1ccc(C(=O)NC(CCC(=O)O)C(=O)O)cc1 (stereo unspecified)
42 | O=C(Nc1ccc(-c2nn3cnnc3s2)cc1)c1ccc(Br)o1
-41 | CC(C)C(=O)N1CCN(c2ccc(NC(=O)c3cccc(F)c3)cc2Cl)CC1
11 | N#CC(Cc1cccnc1)C(=O)Nc1ccccc1Br (stereo unspecified)
6 | CC(C(=O)NCc1ccco1)N1CCN(C)CC1 (stereo unspecified)
27 | O=C(NC1CC1)C1C2C=CC3(O2)C1C(=O)N(Cc1ccccc1)C3C(=O)NC1CCCC1 (stereo unspecified)
8 | CCOc1cc(-c2ccc(OCC#N)c(OC)c2)cc(=O)c2c(C)oc(C)c12
14 | CCCn1c2c(c(O)c(C(=O)OCC)c1=O)CCCC2
-17 | CCc1nn(CC(=O)Nc2c(C)nn(CC)c2C)c(=O)c2cc3ccsc3n12
-5 | Clc1ccccc1CN(CCCn1ccnc1)Cc1cnc[nH]1
19 | Cc1ccc(C)c(NC(=O)C2CCN(c3ncccn3)CC2)c1

Going on with the list:
EP2 modulator | SMILES
-40 | Cn1c(SCC(=O)Nc2ccccc2Cl)nnc1C1CCCCC1
-55 | COc1cccc(CN2CCN(C(=O)N3CCCCC3)[C@@H](C)C2)c1
10 | COc1cc2cc(CN(C(C)=O)C3CCCC3)c(=O)[nH]c2cc1OC
-5 | COc1ccc(NC(=O)N(Cc2ccccc2)Cc2nc3ccccc3c(=O)[nH]2)cc1
11 | Cc1cc2c(cc3c(=O)n(CC(=O)NCCCN4CCCCC4C)nc(C)n32)s1 (stereo unspecified)
-71 | Cn1c(=O)oc2cc(NCc3cccc(OCc4cccnc4)c3)ccc21
-2 | CN(C)CCn1nc(-c2cccnc2)oc1=O
-11 | Cn1ccnc1C1(O)COC2(CCN(C(=O)c3cc(-c4ccccc4)no3)CC2)C1 (stereo unspecified)
-16 | Cn1ccnc1C(NC(=O)Cc1cccc(O)c1)c1ccc(F)c(F)c1 (stereo unspecified)
-44 | COc1ccc(NC(=O)c2ccco2)cc1NC(=O)c1ccc(C(C)C)cc1
4 | CCN(CC)C(=O)Cn1nc2c(C)cc3cc4c(cc3n2c1=O)OCO4
3 | COCCNC(=O)C(c1ccco1)N(C(=O)Cn1nnc2ccccc21)c1ccccc1 (stereo unspecified)
4 | O=C(O)CCC(=O)NCCCn1ccnc1
-87 | O=C(Nc1ccc2nc(-c3ccccn3)[nH]c2c1)c1ccccc1F
27 | N#CC(C#N)=CNCCN1CCN(C=C(C#N)C#N)CC1
-62 | C=CCOc1ccccc1CNc1n[nH]c2nc(C)cc(C(F)(F)F)c12
-42 | CC(C)=CC(=O)Nc1nnc(-c2cccs2)s1
-58 | CCc1ccc(NC(=O)CSc2nnc(-c3ccco3)n2CC)cc1
-43 | CCN(C1CCCCC1)S(=O)(=O)c1cccc(S(=O)(=O)N2CCOCC2)c1
-71 | CCOc1ccccc1-c1nnc(NC(=O)CN2CC(C)OC(C)C2)s1 (stereo unspecified)
-6 | O=C(C1CC(=O)N(c2ccc(F)cc2)C1)N1CCn2c(nnc2C2CC2)C1 (stereo unspecified)
-64 | Cc1cc2cc(CN(Cc3cccnc3)C(=S)NCCCN(C)C)c(=O)[nH]c2cc1C
3 | Cc1cccc(N(C(=O)c2cnccn2)C(C(=O)NC2CCCCC2)c2sccc2C)c1 (stereo unspecified)
-36 | O=C(Cc1ccc(-n2cnnn2)cc1)N1C2CCC1CC(c1ccc(F)cc1)C2 (stereo unspecified)
-7 | Cc1n(CCO)c2cc(Cl)c(Cl)cc2[n+]1CCO

Screening data as filed in PubChem BioAssay.
